# Screening results (PubChem)
# XIAP displacement = XIAP antagonists, biochemical, IAP family, fluorescence polarization (AID 1018); E3 ubiquitin-protein ligase XIAP (Homo sapiens); XIAP BIR domain, fluorescence polarization peptide displacement; higher % means a stronger effect; one-dose displacement, % at 20 µM; IC50 in µM for titrated hits; 200,000 compounds, 0.007% hits; in the data active = displacement above about 50%; also: a part of the inactive calls stands beside numbers as strong as those of hits
# WT yeast gro inh = growth inhibition of WT strain, primary screen, mitochondrial fusion inhibitor project, WT and mutant strains, chemical genetic; mitochondrial fusion phenotypic screen; inhibition, % at 10 µM; 190,000 compounds, 2.1% hits; AID 1362, 2008; in the data active = inhibition above about 58%; tested in S. cerevisiae
# West Nile virus CPE = West Nile virus antiviral activity, cell-based, CPE readout (AID 1621). West Nile virus-infected cells, CPE inhibition; higher % means a stronger effect. one-dose CPE inhibition, % at 10 µM; IC50 in µM for titrated hits. 290,000 compounds, 0.02% hits; in the data active = a potency from the dose series; inconclusive = CPE inhibition mostly from about 3.7% at the one dose, without a potency; inactive = the rest, 99 in 100 with CPE inhibition below about 2.2%; also: strong numbers were not always called active
# Dengue-2 NS5 capping = Dengue-2 NS5 methyltransferase inhibitors, primary screen, biochemical, confirmation dose response (AID 588689) | 340,000 compounds, 0.3% hits | Genome polyprotein (Dengue virus type 2 (strain 16681-PDK53)) | inhibition, % at 25 µM; hits with a dose series show IC50 in µM | Dengue-2 NS5 methyltransferase capping enzyme assay, biochemical; higher % means a stronger effect; in the data active = a potency from the dose series; inconclusive = inhibition above about 29% without an active follow-up result
# Yfh1-off respiration = enhancers of respiration in Yfh1-depleted yeast, dose response, Friedreich's ataxia, plus single-dose screen (AID 1465); fold induction at 50 µM; hits with a dose series show EC50 in µM; 220,000 compounds, 0.074% hits; S. cerevisiae Yfh1-off respiration, WST-1 reduction, 72 h; higher fold induction means a stronger effect;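 active = fold induction of absorbance versus untreated yeast above a set limit, then at least 30% activation at any dose in follow-up; inconclusive = repeats straddling the limit, or above it without dose testing; inactive = fold induction below the set limit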;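 also: activators that raise dye reduction in frataxin-depleted yeast; strong numbers were not always called active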
# Large T inhibition = SV40 large T antigen inhibitors, biochemical (AID 1903); SV40 large T antigen ATPase/helicase inhibition assay; higher % means a stronger effect; inhibition, % at 20 µM; hits with a dose series show IC50 in µM; 310,000 compounds, 0.39% hits; in the data active = a potency from the dose series; inconclusive = inhibition mostly from about 32% at the one dose, without a potency; inactive = the rest, 99 in 100 with inhibition below about 32%; also: strong numbers were not always called active
# UTI89 phage lysis = inhibition of K1F phage lysis, E. coli UTI89, bacterial capsule biogenesis inhibitors, alamar blue (AID 488966). 340,000 compounds, 0.02% hits. E. coli UTI89 K1F phage lysis, alamar blue, 2 h; higher % means a stronger effect. inhibition, % at 100 µM, or IC50 in µM where a hit was titrated;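 active = phage lysis inhibition, versus mean bacterial control, above a set limit; inconclusive = no clear call, values can overlap the other calls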;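 also: capsule biogenesis inhibitors block K1F phage lysis so surviving cells raise fluorescence; higher fluorescence means more inhibition of phage lysis; actives were called in the ten point dose series up to 300 µM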
# CSM14.1 death rescue = rescue of cells from ER stress-induced death, primary screen, 384-well, CSM14.1, thapsigargin, ATP luminescence (AID 1222); CSM14.1 thapsigargin-induced death rescue, ATP luminescence; higher % means a stronger effect; cellular ATP content (survival), % at 20 µM, or EC50 in µM where a hit was titrated; 190,000 tested, under 10 active;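 active = EC50 below 50 µM in the dose-response confirmation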;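 also: death triggered by thapsigargin at about 15 µM added after 2 h compound pretreatment; cell ATP read after overnight thapsigargin exposure of roughly 18 to 22 hours; normalized against plate controls of thapsigargin alone and 5% DMSO vehicle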
# RSV antiviral HEp-2 = RSV antiviral activity via CPE protection, HEp-2 cells, primary 10 µM value included (AID 2391); HEp-2 cells, RSV-induced CPE inhibition; higher % means a stronger effect; 310,000 compounds, 0.13% hits; CPE inhibition, % at 10 µM; hits with a dose series show IC50 in µM; in the data active = a potency from the dose series; inconclusive = CPE inhibition mostly from about 23% at the one dose, without a potency; inactive = the rest, 99 in 100 with CPE inhibition below about 21%; also: strong numbers were not always called active
# WT yeast gro inh mutant strain = further read-out of WT yeast gro inh, marked with its call; inhibition, %; mitochondrial fusion phenotypic screen, mutant strain inhibition
# Dengue-2 NS5 capping pilot replicate = further read-out of Dengue-2 NS5 capping, marked with its call; inhibition, %; measured here: pilot screen replicate inhibition
# An asterisk follows results filed as active; i = inactive; ? = inconclusive; . = no result given; [ ] = another dose, or the depositor's remark.
SMILES,XIAP displacement,WT yeast gro inh,WT yeast gro inh mutant strain,West Nile virus CPE,Dengue-2 NS5 capping,Yfh1-off respiration,Large T inhibition,UTI89 phage lysis,CSM14.1 death rescue,RSV antiviral HEp-2,others
CCCCNC(=S)NNC(=O)c1csc(C)c1CC,-1.6%,-27,-5,-0.6%,-1%,i,5%,3.9%,-1.8%,0.9%,
O=c1c(F)cn(C2CCCO2)c(=O)n1Cc1c(F)cccc1Cl (stereo unspecified),0.0%,19,27,-0.7%,-1%,i,3%,0.1%,-1.9%,-0.9%,Dengue-2 NS5 capping pilot replicate=-0.8
O=C(C1CC2C=CC1C2)N1CCN(c2ccccc2)CC1 (stereo unspecified),-3.9%,21,10,-0.3%,0%,i,-11%,-0.5%,-2.5%,0.8%,
CCN1CCN(CCC(=O)Nc2cc(C)ccc2C)CC1,.,.,.,-0.3%,-5%,.,3%,-2.1%,.,0.3%,
COc1ccc2occ(NC(C)=O)c2c1,-4.6%,0,-12,0.9%,-3%,i,7%,0.1%,-0.4%,2.3%,
CCOc1ccc(N(CC(=O)NCc2ccc(Cl)cc2)S(=O)(=O)c2c(C)noc2C)cc1,.,.,.,-0.4%,1%,.,14%,0.4%,.,-1.9%,
CC(C)(C)c1cc(-c2ccccc2)n[nH]1,.,.,.,0.0%,-6%,i,11%,0.1%,.,0.0%,
Cc1c(C(=O)c2ccc(F)cc2F)c2ccccn2c1CCC#N,.,.,.,-0.2%,-4%,.,8%,-1.4%,.,4.6%,
CCOc1cccc(NC(=O)Cn2nc(-c3ccc4c(c3)OCCO4)ccc2=O)c1,-5.3%,-4,11,0.1%,1%,i,7%,3.4%,3.7%,3.5%,
O=C(COc1ccc(Br)cc1Br)NNC(=O)c1cccs1,.,.,.,0.1%,-4%,.,3%,0.5%,.,0.7%,
CCOC(=O)CSc1nnc(NC(=O)c2cccc([N+](=O)[O-])c2)s1,-6.8%,5,4,0.7%,-8%,i,19%,-1.4%,-1.7%,4.4%,
CCCc1nc2ccccc2c(C(=O)OCC(=O)NCc2ccc3c(c2)OCO3)c1CC,-4.9%,21,11,-1.6%,0%,i,0%,0.1%,-1.9%,2.6%,
CC(C)CN(Cc1cc(=O)oc2cc3c(cc12)CCCC3)CC(C)C,.,.,.,-0.2%,-5%,i,2%,-0.9%,.,?,
CCCCCCC(=O)Nc1nc(C)c(-c2csc(Nc3ccccc3OC)n2)s1,-7.6%,2,-9,-0.4%,-2%,i,13%,1.1%,-1.1%,24%,
CCCCN(C)CCCNC(=O)c1cc(-c2cccnc2)nc2ccccc12,.,.,.,-0.3%,-7%,.,25%,0.2%,.,1.5%,
COc1ccc(S(=O)(=O)N2CCCN(CC(=O)Nc3ccc(NC(C)=O)cc3)CC2)cc1,.,.,.,1.6%,-2%,.,8%,0.2%,.,1.3%,
Cc1ccc(CCNC(=O)C2=CCN(S(=O)(=O)c3ccccc3)CC2)cc1,.,.,.,0.3%,-2%,.,2%,0.5%,.,1.2%,
COc1ccc(C2CCCCCN2Cc2nc3ccccc3c(=O)n2CC(N)=O)cc1 (stereo unspecified),.,.,.,-0.8%,-11%,.,3%,0.1%,.,0.5%,
O=C(CCc1ccccn1)N1CCCC(CNS(=O)(=O)c2cccs2)C1 (stereo unspecified),-2.9%,-16,-3,-0.2%,-8%,i,-3%,-0.7%,-0.5%,-0.6%,
CCCCNC(=S)NC(=O)c1ccc([N+](=O)[O-])cc1,-6.3%,15,28,0.3%,-6%,i,2%,0.1%[50 µM],1.8%,-0.2%,
O=Cc1c(NCCN2CCCC2)c2ccccc2[nH]c1=O,.,.,.,0.3%,-1%,.,10%,0.1%,.,-0.1%,Dengue-2 NS5 capping pilot replicate=-3.3
Cc1cc(C)c(NC(=O)C2CCN(c3cnccn3)CC2)c(C)c1,1.5%,-16,8,-0.2%,-2%,i,6%,0.0%,-0.9%,1.6%,
Cc1cccc(OCC(=O)Nc2ccc(C(=O)O)cc2NC(=O)COc2cccc(C)c2)c1,.,.,.,0.8%,-9%,.,6%,0.0%,.,4.2%,
Cc1ccc(C)c(NS(=O)(=O)c2cc(C(=O)N3CCCC3)ccc2Cl)c1,-6.2%,-68,10,-0.6%,9%,i,9%,-1.2%,0.8%,-0.6%,
O=C(CSc1cc([N+](=O)[O-])cc(S(=O)(=O)Cc2ccccc2)c1)NC1CC1,-3.6%,-10,-14,-1.2%,-6%,i,6%,1.1%,-0.5%,0.7%,
Cc1cc(C)c2nc(N(CCCN(C)C)C(=O)c3ccc(S(=O)(=O)N4CCCCCC4)cc3)sc2c1,.,.,.,.,-2%,.,4%,-0.9%[50 µM],.,2.5%,
O=C(CSCc1cnn(-c2ccccc2)c1-n1cccc1)NCc1cccs1,-11%,6,-1,0.1%,-1%,i,13%,0.7%,-1.1%,-0.3%,
COC(=O)CCC(=O)Nc1cccc([N+](=O)[O-])c1,-3.8%,4,-16,0.0%,4%,i,7%,0.1%,-0.1%,1.4%,
Cc1nn(C(=O)c2nn(C)cc2[N+](=O)[O-])c(C)c1Cl,-4.4%,10,13,0.3%,5%,i,-2%,-0.2%,0.6%,-1.5%,
C=CCn1c(C)c(C(C)=O)cc(NC(=O)c2ccccc2)c1=O,-5.0%,-32,9,0.7%,.,i,8%,0.6%,-1.0%,1.1%,
CCOc1ccc(C(=O)N[C@H](C(=O)Nc2ccccc2OC)C(C)C)cc1,.,.,.,-1.1%,-7%,.,19%,0.3%,.,4.3%,
COc1ccc(C(=O)CCNc2ccc(F)cc2)cc1,.,.,.,0.4%,3%,i,14%,-1.3%,.,-0.1%,
N#Cc1c(N)n[nH]c1CCCN,-7.2%,-5,3,0.0%,-1%,i,13%,-0.1%,-0.7%,1.0%,
CCN(CC)Cc1c(O)ccc2c(=O)c(Oc3ccccc3OC)coc12,-2.9%,-3,11,1.9%,-2%,i,3%,-0.2%,4.5%,-0.8%,
Cc1ccc(C)c(N(CC(=O)NCc2ccccc2)C(=O)c2csnn2)c1,.,.,.,0.0%,1%,.,23%,0.1%,.,0.5%,
COC(=O)c1nn(-c2ccc(OC)cc2)c(=O)cc1Oc1ccccc1,2.3%,13,2,0.0%,0%,i,-10%,0.3%,-0.6%,0.1%,
CCc1ccccc1N(CC)C(=O)C1CCN(c2ncnc3c2nc2n3CCCCC2)CC1,.,.,.,0.4%,-1%,.,8%,0.4%,.,56%,
O=C(OCc1ccccc1Cl)c1cc([N+](=O)[O-])ccc1N1CCOCC1,.,.,.,-0.6%,-7%,.,8%,1.4%[50 µM],.,5.2%,
Nc1nnc(CC(=O)N/N=C/c2cccc([N+](=O)[O-])c2)s1,-2.1%,-12,-9,.,-6%,.,21%,0.0%,1.2%,0.2%,
Cc1ccccc1C(OCC(O)CN1CCC(C(N)=O)CC1)c1ccccc1 (stereo unspecified),.,.,.,-0.2%,4%,.,12%,0.7%,.,0.5%,

# Continued, starting with the last three of the part before.
SMILES,XIAP displacement,WT yeast gro inh,WT yeast gro inh mutant strain,West Nile virus CPE,Dengue-2 NS5 capping,Yfh1-off respiration,Large T inhibition,UTI89 phage lysis,CSM14.1 death rescue,RSV antiviral HEp-2,others
O=C(OCc1ccccc1Cl)c1cc([N+](=O)[O-])ccc1N1CCOCC1,.,.,.,-0.6%,-7%,.,8%,1.4%[50 µM],.,5.2%,
Nc1nnc(CC(=O)N/N=C/c2cccc([N+](=O)[O-])c2)s1,-2.1%,-12,-9,.,-6%,.,21%,0.0%,1.2%,0.2%,
Cc1ccccc1C(OCC(O)CN1CCC(C(N)=O)CC1)c1ccccc1 (stereo unspecified),.,.,.,-0.2%,4%,.,12%,0.7%,.,0.5%,
Oc1cc(O)cc(/C=C/c2ccc(O)c(O)c2)c1,.,.,.,.,-5%,.,16µM*,-1.8%,.,-1.0%,
CCOC(=O)COc1cc(Br)c(C2NC(=O)NC(C)=C2C(C)=O)cc1OCC (stereo unspecified),-6.6%,-8,3,0.2%,-2%,i,19%,-1.1%,-0.1%,-0.2%,
Cc1nnc(N/N=C/c2ccc(-c3ccc(Br)cc3)o2)n1N,-7.2%,-9,10,0.4%,1%,i,15%,-0.3%,-0.1%,1.0%,
CCOc1ccc(N=C2NC(=O)S/C2=C\c2ccc(OC)cc2)cc1,0.1%,-9,0,0.0%,-2%,i,-3%,0.1%,-3.0%,-0.2%,
CCOC(=O)Cc1csc2nc3sc(C)c(C)c3c(=O)n12,-15%,-5,0,-0.4%,-5%,i,-3%,-0.3%,-2.0%,1.4%,
CCOc1ncccc1C(=O)OCC(=O)NC1CC1,-1.8%,-15,5,-0.2%,-3%,i,11%,0.7%,0.8%,1.1%,
COc1ccccc1-c1cn[nH]c1-c1ccc(OCC(=O)NN)cc1O,.,.,.,-0.6%,-3%,.,-2%,0.1%,.,-0.4%,
NC(=O)c1c(NC(=O)c2cnccn2)sc2c1CCCC2,-1.2%,-11,1,-0.2%,-3%,i,4%,0.9%,-2.7%,-1.6%,
CCOCCCNCC(=O)N1CCN(S(=O)(=O)c2ccc(C)cc2)CC1,-5.3%,17,20,-0.3%,3%,i,9%,7.9%,0.0%,-1.3%,
Oc1ccc2ccccc2c1/C=N/c1nc2c(s1)CCCC2,2.2%,80*,3.6*,0.4%,5%,i,13%,1.8%,-1.7%,5.5%,
CCOC(=O)N1CCN(C(=O)c2ccc(OCC)cc2)CC1,-6.8%,-5,3,0.7%,.,i,3%,0.1%,3.6%,2.3%,
COc1ccc(C(c2c(O)cc(C)oc2=O)c2c(O)cc(C)oc2=O)cc1,-1.2%,-12,-10,.,-5%,i,7%,-1.8%,-0.6%,0.4%,
CCN(CC(=O)Nc1ccc(NC(C)=O)cc1)C(=O)/C=C/c1cn(Cc2ccccc2)nc1-c1cccnc1,.,.,.,.,0%,.,7%,1.1%[50 µM],.,-1.1%,
CCS(=O)(=O)C1=NSC2=NC(=O)/C(=C\c3ccc(OS(=O)(=O)c4ccccc4)cc3)C(=N)N21,.,.,.,0.0%,-9%,.,34%,0.0%,.,0.8%,
Cc1ccc(/C=C/C(=O)N2CCN(S(=O)(=O)c3c(C)c(C)cc(C)c3C)CC2)o1,-7.3%,-1,-17,2.9%,-10%,i,?,0.9%,0.8%,?,
CCOC(=O)Nc1c(C(=O)OC)[nH]c2cc(OC)ccc12,-2.6%,.,.,0.0%,10%,i,.,-0.5%,-1.7%,-1.4%,
